# Screening results as filed in PubChem.
# TAAR1 antag: human TAAR1 antagonists, primary screen, Fluo-8 calcium fluorescence, CHO RD-HGA16 cells | Trace amine-associated receptor 1 (Homo sapiens), Q96RJ0 | antagonist | inhibition, % at 3 µM | actives 1.5% (n = 360,000);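 active = inhibition above a per-plate cutoff, the mean inhibition of test compounds on that plate plus 3 SD, cut at about 49% in these data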;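 also: 0% = DMSO plus EC80 beta-PEA response and 100% = DMSO alone without agonist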
# Target sequence (Q96RJ0 whole entry, looked up): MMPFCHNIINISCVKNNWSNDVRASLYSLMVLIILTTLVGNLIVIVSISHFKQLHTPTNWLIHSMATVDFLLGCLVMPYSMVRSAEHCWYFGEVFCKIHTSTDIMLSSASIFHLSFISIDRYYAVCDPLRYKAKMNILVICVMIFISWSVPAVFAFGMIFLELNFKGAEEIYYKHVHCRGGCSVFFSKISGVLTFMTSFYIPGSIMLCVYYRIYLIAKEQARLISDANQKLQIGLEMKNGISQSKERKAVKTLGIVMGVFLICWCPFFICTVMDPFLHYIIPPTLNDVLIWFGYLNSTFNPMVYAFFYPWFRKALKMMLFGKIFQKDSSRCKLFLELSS
#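 Test system – hTAAR1-expressing CHO RD-HGA16 cells, Gα16-coupled · Reagent – β-PEA at EC80 concentration, post-compound challenge · Compound dosing – 3 µM, single point · Timing – 140 s kinetic read after compound, 140 s after agonist · Detection – Fluo-8 intracellular calcium dye fluorescence, real-time kinetic reads · Control set – DMSO and EC80 PEA controls · Repeats – n of 1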
# CHRM5 antagonist: human M5 muscarinic receptor antagonists, primary screen, CHO cells, Fluo-8 calcium fluorescence; Muscarinic acetylcholine receptor M5 (Homo sapiens), P08912; CHO-hM5 cells, ACh EC80; actives 0.59% (n = 360,000); inhibition, % at 3 µM; AID 624040, 2012;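 active = inhibition above a per-plate cutoff, the mean of that plate's test compounds plus 3 SD, cut at about 27% in these data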;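 also: 0% = acetylcholine EC80 with DMSO and 100% = DMSO without agonist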
# CRFBP-R2 agonist: agonists of CRF-BP/CRF-R2 complex, primary screen, cell-based, HEK293, calcium dye fluorescence, uHTS; calcium dye fluorescence (FLIPR); percent of saturating CRF peptide response; activation, % at 13.2 µM; actives 0.46% (n = 350,000);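 active = activation of at least 50%, plus an integration ratio under a set limit after plate pattern correction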;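 also: plate controls were neutral control wells without compound for no effect and CRF at EC100 for full effect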
# TAAR1 ag: human TAAR1 agonists, primary screen, Fluo-8 calcium fluorescence, CHO RD-HGA16 cells | actives 0.99% (n = 360,000) | activation, % at 3 µM | AID 624467, 2012 | vehicle wells 0%, saturating PEA agonist 100% | Trace amine-associated receptor 1 (Homo sapiens), Q96RJ0;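 active = activation above the mean activation of all test compounds in the run plus 3 SD, cut at about 38% in these data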
#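 System: CHO-derived RD-HGA16 cells with stable Gα16 and human TAAR1 / Times: 17-24 h plating, Fluo-8 75 min 37 °C, 30 min RT / Technique: calcium-sensitive Fluo-8 signal, excitation 470-495, emission 515-575 nm / Measure: % activation relative to PEA EC100 response / Benchmarks: DMSO and PEA EC100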
# M1 PAM parental: nonselective calcium activators in parental CHO-K1 cells, primary screen, counter-screen for M1 PAM project, cell-based, Fluo-8 calcium fluorescence, full deck, 1536-well | actives 0.02% (n = 360,000) | activation, % at 3 µM | AID 602247, 2012 | ATP EC20; 0% at ATP EC20, 100% at ATP max;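 active = activation above the run cutoff, the mean activation of all test compounds plus 3 SD, cut at about 40% in these data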;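 also: peak over basal fluorescence ratio in a 140 s read after ATP addition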
# M5 ag: human M5 muscarinic receptor agonists, primary screen, CHO-K1 cells, Fluo-8 calcium fluorescence; CHO-K1 hM5 cells; 0% DMSO wells, 100% maximal acetylcholine response; Muscarinic acetylcholine receptor M5 (Homo sapiens), P08912; AID 624037, 2012; activation, % at 3 µM; actives 0.19% (n = 360,000);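 active = activation above the run's mean over test compounds plus 3 SD, cut at about 23% in these data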;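 also: signal is peak over basal fluorescence ratio across the kinetic read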
# M5 PAM: human M5 muscarinic receptor positive allosteric modulators, primary screen, CHO-K1 cells, Fluo-8 calcium fluorescence. actives 0.3% (n = 360,000). CHO-K1 hM5, ACh EC20 PAM; 0% = ACh EC20, 100% = ACh EC100. activation, % at 3 µM. Muscarinic acetylcholine receptor M5 (Homo sapiens), P08912;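 active = activation above the run cutoff, the mean activation of all test compounds plus 3 SD, cut at about 18% in these data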
#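 Probe or stimulus: acetylcholine, EC20 level; Assay system: human M5 receptor in CHO-K1 cells; Schedule: compound preincubation 140 s before EC20 acetylcholine addition; Technique: intracellular calcium via Fluo-8 fluorescence; Dosing: single-point, 3 µM nominal; Read-out basis: percent activation from peak-over-basal fluorescence ratio, scaled EC20-to-EC100 acetylcholine; Repeats: one well per compound, no replicates.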
# CRFR2-BP antag: antagonists of CRF-BP/CRF-R2 complex, primary screen, cell-based, HEK293, calcium dye fluorescence, uHTS. actives 0.59% (n = 350,000). CRF-induced calcium fluorescence. AID 588475, 2011. inhibition, % at 11.8 µM;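 active = inhibition of the ligand-induced calcium signal above about 50% at the single tested concentration, limit read from the data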
# M4 PAM: human M4 muscarinic receptor positive allosteric modulators, primary screen, CHO-K1 cells, Fluo-8 calcium fluorescence; Muscarinic acetylcholine receptor M4 (Homo sapiens), P08173; CHO-K1 hM4/Gqi5, ACh EC20; 0% = ACh EC20, 100% = maximal ACh; activation, % at 3 µM; actives 0.4% (n = 360,000);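 active = activation above its plate's cutoff, the mean activation of sample wells plus 3 SD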; also: some results filed as inactive read as strong as hits
# Target sequence (P08173 whole entry, looked up): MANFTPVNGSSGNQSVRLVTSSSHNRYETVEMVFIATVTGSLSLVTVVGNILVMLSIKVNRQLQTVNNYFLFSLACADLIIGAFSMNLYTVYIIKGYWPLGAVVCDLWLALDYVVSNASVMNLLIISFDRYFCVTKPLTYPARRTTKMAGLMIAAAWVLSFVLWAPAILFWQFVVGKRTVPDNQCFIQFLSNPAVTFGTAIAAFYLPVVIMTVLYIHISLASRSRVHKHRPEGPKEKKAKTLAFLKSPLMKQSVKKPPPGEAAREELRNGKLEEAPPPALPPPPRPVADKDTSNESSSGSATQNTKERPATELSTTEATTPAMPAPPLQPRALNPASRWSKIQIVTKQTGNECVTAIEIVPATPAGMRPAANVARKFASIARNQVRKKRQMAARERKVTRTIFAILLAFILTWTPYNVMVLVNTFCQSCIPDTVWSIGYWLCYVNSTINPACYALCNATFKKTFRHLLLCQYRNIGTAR
# Active calls of the source: *; nt = not tested or not shown. This is a random part of the collection. About 4.2% of those tested had a hit in this group.
SMILES,TAAR1 antag,CHRM5 antagonist,CRFBP-R2 agonist,TAAR1 ag,M1 PAM parental,M5 ag,M5 PAM,CRFR2-BP antag,M4 PAM
Cc1ccc(C)c(NC(=O)c2oc(=O)c3ccccc3c2-c2ccccc2)c1,12,7,-0.3,-1,11,-6,-6,22,0
COc1ccc2c(=O)c3c(=O)n(-c4ccccc4)c(-c4ccco4)nc3oc2c1,-7,-2,0.6,9,24,0,-3,-6,5
COc1cc(C(=O)NCCC(=O)N2CCN(C)CC2)cc(OC)c1OC,-15,-2,0.7,0,20,0,6,1,13
COc1ccc(/C=C/c2ccc3c(Br)ccc(O)c3n2)cc1,1,3,0.6,6,17,-2,5,1,0
O=c1c(-c2cccs2)nc2ccccc2n1C(c1ccccn1)c1nc2ccccc2[nH]1 (stereo not drawn),-18,9,nt,-1,nt,-1,0,nt,0
CN(C)c1ccc(-n2cccc2/C=N/n2cnnc2)cc1,-11,-5,-2.7,2,18,-2,-4,9,1
COc1ccc(NC(=O)C2CCC(CNS(=O)(=O)c3cccs3)CC2)cc1 (stereo not drawn),8,-10,5.2,1,11,1,0,18,-7
CC1(C(=O)NC2CCCC2)CCC(=O)N1C1CCN(Cc2ccccc2)CC1 (stereo not drawn),0,2,nt,0,10,-1,-6,nt,-1
CC[C@H](C)[C@H]1CNC(=S)N1CC1CCN(CC2CCC(C)CC2)CC1 (stereo partly drawn),-2,4,-0.4,3,3,-3,-12,5,-11
Cc1cc(=O)oc2c(C)c(OC(C)C(=O)NCCCn3ccnc3)ccc12 (stereo not drawn),-14,-13,1.6,1,17,-8,5,2,9
O=C(Cc1cccs1)NCc1cc(Cl)cc(Cl)c1,9,5,-3.7,-1,-11,-9,-1,7,-7
Cc1cn(C2OC(COC(=O)c3ccccc3)C(O)C2O)c(=O)[nH]c1=O (stereo not drawn),-3,3,0.4,2,9,-1,1,1,-1
Cc1ccc(NC(=O)CSc2nc(C)c(C)c(C)n2)c([N+](=O)[O-])c1,19,0,0.9,-1,16,-6,-5,5,1
Cc1cccc(-c2n[nH]c(S(C)(=O)=O)c2C#N)c1,11,2,-1.6,4,26,1,2,10,4
COCCCNS(=O)(=O)c1ccc(S(=O)(=O)N2CCCC2)cc1,15,6,0.4,10,11,0,-5,3,3
O=C(COC(=O)c1ccc[nH]c1=O)Nc1ccc(S(=O)(=O)N2CCCC2)cc1,-11,0,0.6,1,17,-4,0,11,0
CCOc1cc(CNn2cnnc2)cc(Br)c1OCC(=O)NC1CCCCC1,-9,-9,-0.3,16,-9,2,0,-3,1
Cc1oc(-c2ccc(Cl)cc2)nc1CS(=O)CC(=O)NCc1ccccc1 (stereo not drawn),-7,8,-0.9,-1,9,-4,0,7,21*
CC(=O)C1=C(C)NC(SCC(N)=O)=C(C#N)C1CC(C)C (stereo not drawn),-7,3,0.1,0,22,0,0,1,3
CCC1CCCCN1c1nc2c(C=O)c(C)nn2c2ccccc12 (stereo not drawn),-9,2,-1.0,7,17,-4,-4,-4,-8
O=C(Oc1coc(CSc2ncccn2)cc1=O)c1cccc([N+](=O)[O-])c1,-9,4,-0.4,0,4,2,2,14,3
Cc1ccc(N/N=C/C=C/c2ccco2)cc1,-28,4,1.7,3,-28,0,-2,-5,-21
OCCSc1ncnc2c1oc1ccccc12,-29,4,-1.2,1,-4,2,-3,-7,9
COc1cc(NC(=O)c2cc(C)nc3ccccc23)cc(OC)c1OC,23,3,-1.6,1,0,-2,-5,13,2
COc1cc(/C=N/Nc2ccccn2)ccc1O,-14,5,-1.6,7,-1,-3,-7,21,-4
CCCCN(C)Cc1c(C)[nH]c2ccc(Cl)cc2c1=O,-38,-2,-0.5,4,12,2,-1,-8,4
Cc1ccc(OCC(=O)NC2CCSc3ccccc32)cc1 (stereo not drawn),3,-7,-3.7,-3,6,-3,-9,4,3
Cc1ccc(CNCC2CCCO2)o1 (stereo not drawn),-8,0,-0.2,1,8,-1,-3,-9,2
COc1ccccc1CC(=O)NN1C(=O)c2ccccc2C1=O,7,2,-0.4,3,-11,-2,-5,27,7
O=C(CNC(=O)c1ccc2c(=O)n3c(nc2c1)CCC3)Nc1ccc(F)c(F)c1,-2,6,4.8,0,2,2,-1,-6,10
Cc1ccc(CNC(=O)CSCc2cccc(F)c2)cc1,-19,9,-5.2,-1,10,-7,-1,13,-2
Cc1ccc2cc3c(NS(=O)(=O)c4cccc5nonc45)nn(CC(C)C)c3nc2c1,-35,-4,-1.8,-4,7,0,1,15,0
CCCCc1nnc(NC(=O)CCc2ccccc2)s1,-11,-3,0.7,-1,-9,-2,7,-32,-1
N#C/C(C(=O)N1CCCCC1)=C1/N=C(NC(=O)c2ccc(F)cc2)c2ccccc21,9,-5,0.7,-1,0,-2,6,-17,4
CCOc1ccccc1-c1cc(-c2n[nH]c(=S)n2CC)c2ccccc2n1,28,14,-3.2,5,4,0,-3,-24,3
O=C1CN(C(=O)CC2c3ccccc3-c3ccccc32)CC(=O)N1,-13,-7,-1.6,3,11,-4,1,1,-1
Cc1ccc(NC(=O)C2CCCN(S(=O)(=O)c3ccc4c(c3)oc(=O)n4C)C2)nc1 (stereo not drawn),-19,-3,0.1,3,5,2,3,4,3
COC(=O)C1C/C(=N\NS(=O)(=O)c2ccc(C)cc2)c2ccccc2C1 (stereo not drawn),-6,-8,-1.4,-1,-10,-6,-9,10,10
CC(=O)Oc1ccc(/C(C)=N\N2CCN(Cc3ccc(Cl)cc3)CC2)cc1,-2,2,0.1,3,-1,4,-8,13,-6
CCc1cc(C(=O)Nc2ccccc2N2CCOCC2)sc1C,4,-1,3.2,3,6,1,-2,-20,3
CCc1c(C#N)c(SCCC(=O)Nc2ccc(C)cc2)nc2c1C(=O)CC(C)(C)C2,-6,3,3.8,0,-3,-1,-4,-11,9
Cc1ccc(C(=O)Nc2sc(C(=O)N(C)C)c(C)c2C#N)cc1,-2,5,2.3,-1,9,-1,-3,16,-3
NS(=O)(=O)c1ccc(Oc2ccc(S(N)(=O)=O)cc2)cc1,11,-3,-2.9,4,8,-1,3,10,-5
O=C(/C=C/c1ccc(S(=O)(=O)N2CCOCC2)cc1)Nc1cc(F)ccc1F,29,12,0.5,10,11,-2,-10,-1,1
Cc1ccc(NC(=O)c2cc(C(=O)Nc3ccc(C)cc3)n(C)n2)cc1,-7,6,-2.4,6,-9,4,-4,-15,-7
O=C1NC[C@@H](CCCCN2C[C@H](Cc3ccc(O)cc3)N(CCC3CCCCC3)C(=O)C2=O)N(Cc2ccccc2)C1=O,1,-3,nt,2,-1,-1,-10,nt,-2
CC1CCCC(NC(=O)CC2Nc3ccccc3NC2=O)C1C (stereo not drawn),1,-2,0.7,0,17,3,0,-26,12
CCN(CC)S(=O)(=O)c1cc(NC(=O)c2cccc(N3C(=O)CCC3=O)c2)ccc1Cl,19,9,-1.0,8,15,-3,-6,-3,-9
CCN(CC)CCCN(Cc1cc2cc3c(cc2[nH]c1=O)OCO3)C(=S)Nc1ccccc1,8,-6,2.7,2,17,-1,5,-3,-1
